Screening results deposited in PubChem BioAssay by NCI.
Growth percent in the NCI-60 one-dose screen (48 h, 10 µM unless noted): 100 = growth as untreated, 0 = no growth, -100 = all killed.
CCRF-CEM: CCRF-CEM leukemia | 77,000 compounds, 7% hits | AID 1794778
HOP-92: HOP-92 NSCLC cells; 71,000 compounds, 6.3% hits; AID 1794738
HOP-62: HOP-62 NSCLC; 80,000 compounds, 3.9% hits; AID 1794735
EKVX: EKVX NSCLC | 71,000 compounds, 3% hits | AID 1794765
RPMI-8226: RPMI-8226 leukemia cells; 77,000 compounds, 7.5% hits; AID 1794781
MOLT-4: MOLT-4 leukemia cells. 80,000 compounds, 6.9% hits. AID 1794779
K-562: K-562 leukemia; 78,000 compounds, 7.4% hits
SR: SR leukemia cells. 73,000 compounds, 8.7% hits
Active calls of the source: *; · = no result given; ! = not confirmed by another sample. The calls were made as follows: active = growth percent below 10; inactive = the rest.

Molecule,CCRF-CEM,K-562,HOP-92,HOP-62,SR,EKVX,MOLT-4,RPMI-8226
CC1CCCCc2nc3c(c(=O)n21)CCCC3 (stereo unspecified),100,108,82,103,·,100,102,104
CC(C)(C)C(C)(C)CN,112,106,97,·,97,118,108,112
COc1ccc(C(Cc2ccccc2)NC(C)(C)CNC(C)C)cc1 (stereo unspecified),103,88,72,89,103,101,96,93
C/C(=N\O)C(=O)NCCCCCCCC(=O)Nc1ccccc1,97,100,96,98,96,97,94,105
NC(=S)c1ncn(C2OC(CO)C(O)C2O)c1N (stereo unspecified),114,120,99,94,·,82,·,108
COc1ccc(N=Nc2c(N)nn3c(-c4ccc(F)cc4)ccnc23)cc1,60,72,100,35,3.2*,80,86,95
CC(=O)Nc1nc(NC(C)=O)nc(-c2ccccc2)n1,86,101,92,95,107,104,94,96
O=S(=O)(Nc1nc2cc(F)ccc2n2cccc12)c1ccccc1,99,93,76,94,91,·,94,96
O=C(CC(O)c1coc(-c2ccc(Cl)cc2)n1)c1ccc(Br)cc1 (stereo unspecified),69,83,85,82,69,115,91,55
CNC(=O)Nc1ccn([C@@H]2O[C@H](CO)C(O[Si](C)(C)C(C)(C)C)[C@@H]2O[Si](C)(C)C(C)(C)C)c(=O)n1 (stereo partly specified),55,·,·,99,69,66,44,37
Nc1ccc(O)c(O)c1O,·,106,97,116,109,100,104,102
CC(=O)Nc1ccc(N2C(=O)CSC23C(=O)Nc2ccccc23)cc1 (stereo unspecified),105,83,·,82,98,93,89,117
COc1ccc(-n2nnc(N)c2-c2cc(OC)c(OC)c(OC)c2)cc1,92,88,54,79,59,·,106,98
CC1(C)OC2OC(COC(=O)c3ccccc3)C(OS(C)(=O)=O)C2O1 (stereo unspecified),98,92,104,97,96,·,96,103
COc1cccc2cc(-c3cc4ccccc4[nH]3)/c(=N/C(=O)Nc3ccc(C)cc3)oc12,·,134,39,69,131,90,112,186
O=C(c1cc(-c2ccncc2)nc2ccccc12)N1CCCCC1,109,129,·,100,118,95,114,106
CCOC(=O)c1c(-c2ccco2)c(C#N)c(=O)n(-c2cccc(C(F)(F)F)c2)c1N,106,96,100,90,103,97,104,103
C[C@@H](NC(=O)[C@@H](CC(=O)N1CCC(N2CCCCC2)CC1)N1C(=O)[C@@H](N2C(=O)OC[C@@H]2c2ccccc2)[C@H]1/C=C/c1ccccc1)c1ccccc1,97,77,70,82,68,90,69,77
COC(=O)c1ccc(CSc2nnc(-c3ccncc3)o2)cc1,99,94,108,92,·,101,·,102
CCOC(=O)CC1CSC(N/N=C/c2ccc(-n3cccn3)cc2)=N1 (stereo unspecified),94,·,99,105,98,108,97,99
COc1cc(NC(C)CN(CC(C)C)CC(C)C)c2ncccc2c1Cl (stereo unspecified),107,98,·,91,90,102,105,77
O=C(CNc1cccnc1)Nc1ccc(C(=O)/C=C/c2ccc(Cl)cc2)cc1,27,·,91,107,·,95,·,22
Cc1ccc(C(=O)O)c(C(=O)O)c1,106,117,98,112,·,142,94,104
c1ccc(N2CCN(c3nc(-c4ccncc4)nc4sc5c(c34)CCCCCC5)CC2)cc1,·,92,67,105,94,·,95,97
O=[N+]([O-])c1cccc(-c2nc3sccn3c2-c2ccnc(NCCNS(=O)(=O)c3cccc(F)c3)n2)c1,74,68,79,118,87,79,81,64

Two of the compounds above, field by field.
O=C(c1cc(-c2ccncc2)nc2ccccc12)N1CCCCC1
- CCRF-CEM: 109
- K-562: 129
- HOP-92: ·
- HOP-62: 100
- SR: 118
- EKVX: 95
- MOLT-4: 114
- RPMI-8226: 106
CCOC(=O)c1c(-c2ccco2)c(C#N)c(=O)n(-c2cccc(C(F)(F)F)c2)c1N
- CCRF-CEM: 106
- K-562: 96
- HOP-92: 100
- HOP-62: 90
- SR: 103
- EKVX: 97
- MOLT-4: 104
- RPMI-8226: 103

(continued)
Molecule,CCRF-CEM,K-562,HOP-92,HOP-62,SR,EKVX,MOLT-4,RPMI-8226
CCS(=O)(=O)N1CCCC(C(=O)Nc2nc3ccc(NC(=O)c4ccc(F)c(OC)c4F)cc3s2)C1 (stereo unspecified),30,39,·,81,28,47,9.2*,30
COc1ccc(NC(=O)Nc2ccc(OCC(=O)c3ccc(Cl)cc3)cc2)cc1,100,96,110,108,97,101,98,102
CCCCCCCCCNc1ccc(C(=O)O)cc1,103,106,91,99,124,109,93,100
CCCCCCCCCCCCCCCCN(CC)CC,-13*,-74*,-68*,-54*,·,-89*,-71*,-60*
Cc1c(C(C)N)nnn1-c1ccccc1 (stereo unspecified),100,·,105,94,83,100,95,105
CC(=O)OC1NC(=O)NC(=O)C1(Br)Br (stereo unspecified),110,97,103,97,96,96,105,105
O=C(/C=C/c1ccc(Cl)cc1)c1ccc(NC(=O)c2cc3cc4ccccc4nc3s2)cc1,118,103,87,100,79,99,95,110
Cc1ccc(S(=O)(=O)CCc2cc[n+](C)cc2)cc1,92,123,95,94,104,108,101,88
COc1cc2c(Nc3ccc(Cl)c(Cl)c3F)ncnc2cc1OCC1C[C@@H]2CN(C)C[C@@H]2C1 (stereo partly specified),-0.9*,-0.7*,-84*!,-87*!,-45*,-83*!,-53*,6.0*
CCCN(CCC)CC(=O)NC1c2ccccc2Oc2ccccc21,105,95,70,83,89,91,82,110
ClC1(Cl)CC1c1ccccc1 (stereo unspecified),94,124,91,101,112,101,117,106
NC(=NCCCOc1ccc(F)cc1)Nc1ccc(Cl)cc1,50,65,61,47,72,53,23,85
CCOC(=O)N1CCCCCC1,88,121,97,94,96,145,95,89
CC(C)OC(=O)Nc1ccc(-c2ccc(NC(=O)OC(C)C)cc2Cl)c(Cl)c1,85,97,85,102,99,96,88,73
CCN(CC)Cc1ccc(NC(C(=O)c2ccccc2)c2ccccc2)cc1 (stereo unspecified),104,75,71,86,84,98,82,102
C[C@H](c1nc2ncccc2[nH]1)C1CCC2C3CCC4=CC(=O)CC[C@]4(C)C3CC[C@@]21C (stereo partly specified),84,68,63,105,71,84,83,81
Nc1ccn(-c2ccc(Br)cc2)c(=O)n1,-24*,76,75,102,·,96,107,96
CNC(=O)c1cc(-n2ccc3cc(NC(=O)Nc4cccc(C(F)(F)F)c4)ccc32)ccn1,48,34,97,77,42,89,43,·
CCCC(=O)Nc1ccc(Cl)c(Cl)c1,100,97,88,96,91,97,95,101
CCOC(=O)N1CCc2c(sc3nc(CNc4ccc(OC)cc4)[nH]c(=O)c23)C1,93,·,87,104,83,86,81,·
CN1CCN(C)c2cncc(Br)c2C1=O,·,102,92,110,84,-83*,98,94
O=C(O)C1CCC2CCCC21 (stereo unspecified),·,98,92,96,·,·,93,103
CCOC(=O)C(Cl)C(c1ccccc1)c1ccccc1 (stereo unspecified),97,98,87,89,93,92,87,83
C/C(=C\CCc1ccoc1)CC/C=C(\C)CCCC1=CC(=O)OC1,36,38,51,68,37,·,45,46
Cc1ccc(S(=O)(=O)/C=C\S(=O)(=O)c2ccc(C)cc2)cc1,57,100,123,105,92,144,94,105

Single values from the list:
In K-562, O=C(O)C1CCC2CCCC21 (stereo unspecified) is listed with 98
In HOP-92, CCCC(=O)Nc1ccc(Cl)c(Cl)c1 is listed with 88
In EKVX, O=C(/C=C/c1ccc(Cl)cc1)c1ccc(NC(=O)c2cc3cc4ccccc4nc3s2)cc1 is listed with 99
In CCRF-CEM, Nc1ccn(-c2ccc(Br)cc2)c(=O)n1 is listed with -24*

Some entries already given, reduced to HOP-62.
| SMILES | HOP-62 |
| --- | --- |
| COc1cc2c(Nc3ccc(Cl)c(Cl)c3F)ncnc2cc1OCC1C[C@@H]2CN(C)C[C@@H]2C1 (stereo partly specified) | -87*! |
| CCCN(CCC)CC(=O)NC1c2ccccc2Oc2ccccc21 | 83 |
| ClC1(Cl)CC1c1ccccc1 (stereo unspecified) | 101 |
| NC(=NCCCOc1ccc(F)cc1)Nc1ccc(Cl)cc1 | 47 |
| CCOC(=O)N1CCCCCC1 | 94 |
| CC(C)OC(=O)Nc1ccc(-c2ccc(NC(=O)OC(C)C)cc2Cl)c(Cl)c1 | 102 |
| CCN(CC)Cc1ccc(NC(C(=O)c2ccccc2)c2ccccc2)cc1 (stereo unspecified) | 86 |

The list goes on:
Molecule,CCRF-CEM,K-562,HOP-92,HOP-62,SR,EKVX,MOLT-4,RPMI-8226
COc1cc2c(cc1OC)=NC(=O)/C(=C\c1sc(Nc3ccc(S(N)(=O)=O)cc3)nc1O)C=2,108,109,95,102,100,101,106,102
O=C(CN1CCCCC1)Nc1nc2ccc([N+](=O)[O-])cc2s1,101,95,98,113,105,101,107,101
Cc1nn(-c2ccccc2)c(N2CCOCC2)c1-c1nc2ccc(C(=O)O)cc2[nH]1,108,96,105,104,95,110,93,112
C=CC[C@]1(c2ccccc2)C(=O)C(=O)N(Cc2ccc(OC)cc2OC)[C@H]1c1cccnc1,97,99,77,91,116,91,110,93
O=C(Nc1ccccc1)c1ccc2c(c1)nc(-c1ccccc1)n2C1CCCCC1,69,89,102,85,73,106,83,88
CC(C)Cn1cnc2c(=O)[nH]c(=O)[nH]c21,70,95,84,95,92,102,96,97
Cn1c(O)c(N=NC(N)=O)c2cc(Br)cc(Br)c21,71,65,41,91,78,·,100,23
O=c1cc(/C=N\Nc2ccccc2)[nH]c(=O)[nH]1,101,100,82,95,99,110,100,97
CNC(=O)c1cc(N2CCc3c2ccc(NC(=O)Nc2ccc(Cl)c(Cl)c2)c3F)ccn1,83,60,91,96,71,81,70,66
C/C(=N\O)c1ccc(OCC(=O)Nc2ccc(C(=O)/C=C/c3ccc(Cl)cc3)cc2)cc1,55,79,54,113,·,·,·,64
CCc1cccc(Cl)c1,88,114,93,103,103,105,98,101
N#Cc1c(Nc2ccccc2)nn2c(-c3ccc(F)cc3)c(-c3nc4ccccc4s3)c(N)nc12,108,104,108,105,106,100,105,101
O=C(NCc1ccccc1)/C(=C/c1ccc2c(c1)OCO2)NC(=O)c1ccccc1,98,101,80,96,94,104,96,91
CCCCN(CCCC)CCCNc1c2c(nc3ccc(Cl)cc13)CCCC2,98,73,73,87,76,95,95,102
CC(C)c1ccc2occ(C=C3C(=O)N(C)C(=O)N(C)C3=O)c(=O)c2c1,94,111,·,95,82,106,93,94
Cc1n[nH]c(C)c1Cc1ccc(Cc2c(C)n[nH]c2C)cc1,108,106,110,107,98,93,109,·
COC(=O)[C@]1(C)CCC[C@]2(C)[C@H]3C[C@H]4[C@H]5[C@@H]6C/C(=C\c7cccc(OC)c7OC)C(=O)[C@H]5[C@@]3(CC[C@H]21)C[C@@]4(C(C)C)O6,85,67,51,84,57,69,59,69
CCOC(=O)C1=C(C)N(C(=N)/N=C/c2ccccc2)C(=S)NC1c1ccccc1 (stereo unspecified),107,101,102,97,94,95,103,117
Cc1cc(Cl)c(C)c(C)c1O,·,97,117,107,87,101,93,101
CC(=O)N1C(=S)NC(=O)C1Cn1cnc2ccccc21 (stereo unspecified),98,90,105,101,·,90,99,97
CNc1cc(S(=O)(=O)O)ccc1C,105,98,93,90,92,116,97,108
N#C/C(=C\C=C\c1ccc(-c2ccc(Cl)cc2Cl)o1)c1nc2ccccc2s1,95,89,98,95,67,92,98,82
C/C(=C(/O)c1ccc(Cl)cc1)c1nc2ccc(Cl)cc2[nH]c1=O,76,54,69,102,72,47,82,60
O=C(N=C1C(=O)C2(CCCCC2)C2(N=C(c3ccccc3)OC2=O)C12CCCCC2)c1ccccc1 (stereo unspecified),37,54,42,97,72,71,51,53
CC1=CC(c2ccc(C)cc2)N2N=C(C)SC2=N1 (stereo unspecified),96,104,·,108,105,·,101,102
COc1cc(C(=O)c2cc(C)c3[nH]c4ccc(Cl)cc4c3c2C)cc(OC)c1OC,17,14,39,40,·,50,21,22
c1cnc2cc3sc4ccccc4c3nc2c1,101,95,114,95,90,72,94,97
Nc1nc(SCc2ccccc2)c2ncn(CCO)c2n1,101,99,102,102,98,99,104,·
C=CCc1cc(F)cc2c(OC(C)=O)c(C(C)=O)c(-c3ccccc3)nc12,111,109,106,111,·,94,110,104
CC(=O)Oc1ccc(Cc2ccccc2)cc1,66,99,·,121,·,93,87,75
CCCCCn1c(=N)n(CC(O)COc2cccc(C)c2)c2ccccc21 (stereo unspecified),8.4*,6.5*,-11*,18,2.1*,·,1.9*,-11*
CCOC(=O)N1c2ccccc2C=CC1C#N (stereo unspecified),106,101,·,93,·,·,97,111
COc1cc2oc(-c3cccc(NC(=O)[C@H](C)NC(=O)[C@@H](N)C(C)C)c3)cc(=O)c2c(OC)c1OC,99,87,99,92,·,101,94,103
CSc1nc2nc3c(nc2c(=O)n1C)C(=O)CCC3,·,98,77,103,111,·,104,100
O=c1[nH]cc(NS(=O)(=O)O)c(=O)[nH]1,91,88,83,89,94,99,80,91
CC(CNc1nc(Nc2ccc(Cl)c(Cl)c2)nc(C(Cl)(Cl)Cl)n1)N(C)C (stereo unspecified),-3.4*,-54*,-18*,-68*,-43*,18,-49*,-12*
CN1CCC(=C2c3ccccc3CCc3cccnc32)CC1,107,·,96,·,92,105,84,110
COc1cc2c(c(OC)c1OC)CCC(c1cccc(C(=O)Nc3ccc(Br)cc3)c1)O2 (stereo unspecified),53,40,17,82,28,60,25,41
Cc1cc(N=C2C=CC(=[N+](C)C)C=C2)c(N)cc1N,89,57,97,101,·,85,91,66
Brc1cnc(OCc2ccccc2)nc1OCc1ccccc1,·,122,107,107,·,123,113,96
c1csc([C@H](CC2CCCCC2)c2ccc3ccccc3c2)c1,107,99,114,104,102,95,94,106
CCCCCCCCn1ccc2cc(NC(=O)CN3CCN(c4nc(C)cc(N5CCCCC5)n4)CC3)ccc21,-44*,56,102,100,53,79,0.7*,60
